# TDP1 inh = TDP1 (human) enzyme inhibition | AID 485290 | Q9NUW8 | recombinant TDP1, AlphaScreen DNA substrate cleavage | 350,000 compounds, 0.28% hits | Potency, µM (highest dose often 130 µM), for inactives: at the top dose activity change, negative = inhibition, hits mostly inhibitors; also: nearly all actives have a fitted effect of over 40% in size
# Target sequence (Q9NUW8 whole entry, looked up): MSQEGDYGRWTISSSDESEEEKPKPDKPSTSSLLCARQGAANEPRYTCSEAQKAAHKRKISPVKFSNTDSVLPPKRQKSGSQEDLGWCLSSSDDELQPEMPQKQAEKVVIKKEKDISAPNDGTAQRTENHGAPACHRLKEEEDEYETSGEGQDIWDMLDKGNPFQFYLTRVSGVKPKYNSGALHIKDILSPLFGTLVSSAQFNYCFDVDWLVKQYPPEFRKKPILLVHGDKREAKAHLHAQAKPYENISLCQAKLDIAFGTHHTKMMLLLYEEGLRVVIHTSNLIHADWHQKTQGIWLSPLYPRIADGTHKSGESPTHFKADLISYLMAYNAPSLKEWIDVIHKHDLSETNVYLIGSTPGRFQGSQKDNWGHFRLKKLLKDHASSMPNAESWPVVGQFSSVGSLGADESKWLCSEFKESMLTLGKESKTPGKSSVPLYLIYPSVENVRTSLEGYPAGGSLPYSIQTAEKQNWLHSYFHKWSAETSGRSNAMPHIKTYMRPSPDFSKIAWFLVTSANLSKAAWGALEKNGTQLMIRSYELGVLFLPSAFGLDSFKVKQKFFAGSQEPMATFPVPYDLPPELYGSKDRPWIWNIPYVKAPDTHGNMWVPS
#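 E. coli-derived human Tdp1, 1 nM final. Cpd preinc 15 min RT; substrate 15 nM final, 5 min RT; AS bead mix 10 ug/ml final, 10 min RT. Signal loss = tyrosine-FITC cleavage. No-enzyme wells = max signal.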
# N370S GC mod = inhibitors or activators of N370S glucocerebrosidase for Gaucher disease; Potency, µM (top dose mostly 59.4 µM), inactives show top-dose activity change, negative = inhibition, actives largely listed as inhibitors; N370S GC spleen homogenate, 4MU-glucoside fluorescence; 330,000 compounds, 0.092% hits; P04062;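 also: 0% = full enzyme activity and -100% = no enzyme basal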
# FEN1 inhibitor = blocks human flap endonuclease 1 | AID 588795 | Potency, µM (highest dose often 114 µM), without a hit: at the highest dose activity change, negative = inhibition, hits mostly inhibitors | 390,000 compounds, 0.35% hits | P39748 | Recombinant FEN1 flap cleavage, fluorescence, 15 min; also: nearly all actives have a fitted effect of over 65% in size
# Target sequence (P39748 whole entry, looked up): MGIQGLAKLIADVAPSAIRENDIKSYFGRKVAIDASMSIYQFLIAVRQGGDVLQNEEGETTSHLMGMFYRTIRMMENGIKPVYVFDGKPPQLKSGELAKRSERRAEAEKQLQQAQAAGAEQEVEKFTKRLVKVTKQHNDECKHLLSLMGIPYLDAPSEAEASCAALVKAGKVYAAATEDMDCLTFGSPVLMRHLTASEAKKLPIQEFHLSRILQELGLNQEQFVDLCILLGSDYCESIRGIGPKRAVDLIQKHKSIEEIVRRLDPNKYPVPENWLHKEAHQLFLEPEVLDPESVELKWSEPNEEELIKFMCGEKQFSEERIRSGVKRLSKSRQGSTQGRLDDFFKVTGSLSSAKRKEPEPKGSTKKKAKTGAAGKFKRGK
#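 Concentration–response screening of FEN1 (10 nM): 15 min compound preincubation at room temperature, reaction started with 50 nM substrate and read at 0 and 15 min. Corrected, normalized data were fitted by a four-parameter Hill equation.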
# * hit, by the source's call; ? = inconclusive; / = not tested or not shown; [ ] = another dose, or the depositor's remark. Calls follow the shape of the dose curve; as a rule, active = well fitted curve in the direction sought with a large enough effect; inconclusive = small, poorly fitted or top-dose-only effect, or another doubt; inactive = no such curve, though single readings can be large; an effect the other way counts as inactive or inconclusive. Unless noted, % is scaled to controls: 0 for no effect and ±100 for the full control effect; potency is read from the fitted curve at half-maximal effect.
SMILES,TDP1 inh,N370S GC mod,FEN1 inhibitor
COc1ccc(N2CCN(C(=O)CN(c3ccc(Br)cc3)S(C)(=O)=O)CC2)cc1,2%,-9%,8%
COc1ccc(C(=O)N(Cc2ccco2)Cc2cccs2)cc1,3%,/,0%
Cc1cc(=O)oc2cc(NC(=O)[C@H](CCCCN)NC(=O)[C@H](CC3CCCCC3)NC(=O)OCC3c4ccccc4-c4ccccc43)ccc12,25%,-18%,/
Cc1nc(Nc2ccccc2)sc1C,0%,-8%,-5%
C=Cc1ccc(Cn2c(=O)n(-c3ccc(C)cc3)c(=O)c3c2c2cc(OC)ccc2n3C)cc1,0%,/,1%
CCOc1cc(CN2CCN(S(=O)(=O)Cc3ccccc3)CC2)ccc1OC,-4%,-6%,4%
CCNC(=O)Cn1c(=O)c(=O)n(Cc2ccccc2)c2ccc(Cl)cc21,2%,2%,3%
COCCn1c(SCC(=O)Nc2ccc3c(c2)OCCO3)nnc1-c1c[nH]c2ccccc12,-4%,12%,4%
O=C(CSC1=NCCS1)N1CCN(c2ccccc2)CC1,5%,15%,-2%
CN(C)c1ncc(/C=C2/C(=O)NC(=S)N(C3CCCCC3)C2=O)cn1,5%,1%,/
CCOC(=O)CN(C)Cc1cn(C)nc1-c1ccc(Oc2ccccc2)cc1,3%,-24%,2%
O=C(NC1CCN(Cc2ccccc2)CC1)c1cncc(Br)c1,5%,-2%,3%
COc1ccc(-c2nnc(NC(=O)CS(=O)(=O)c3ccc(Cl)cc3)o2)c(OC)c1,8%,-1%,10%
CCN(CC)CCN1C(=O)C(=O)/C(=C(/O)c2ccc(S(=O)(=O)N3CCOCC3)cc2)C1c1ccc(C(C)C)cc1 (stereo not drawn),12%,-6%,-1%
O=C(OCC(=O)N(Cc1ccccc1)Cc1ccccc1)c1cccc(O)c1,-1%[56.1 µM],/,12%
Cc1cc(SCC(=O)NCCN2C(=O)CSC2=O)nc2ccccc12,-1%,20%,-5%
Cc1ccc2c(c1)[nH]c1c(=O)n(CCC3=CCCCC3)cnc12,4%,13%,/
Cc1ccc(-c2cc(C(=O)NCc3ccccc3)c3c(-c4ccc(C)cc4)[nH]nc3n2)cc1,3%,/,-2%
CCOc1cc(C(=O)OC(C)C(=O)Nc2ncc(Cl)cc2Cl)ccc1OCC(=O)N1CCOCC1 (stereo not drawn),3%,20%,0%
C/C(=N/NC(=O)Cc1cccc2ccccc12)c1cccs1,4%,-1%,-4%
OCCC1CCCCN1CC(O)COCc1ccc(Cl)cc1 (stereo not drawn),6%,1%,0%
COc1ccccc1NC1=Nc2cccc3cccc1c23,/,-4%,-4%
N/C(=N\OC(=O)CCCOc1ccccc1)c1ccccc1,/,10%,-14%
COc1ccccc1Cn1cc(C(=O)c2ccccc2)c(=O)c2cc(OC)c(OC)cc21,8%,/,-2%
COc1ccc(NC(=O)CCN2CCN(c3cccc(Cl)c3)CC2)cc1,1%,/,-8%
C=Cn1cc[n+](CC(=O)c2cccs2)c1,3%,-8%,1%
Cc1ccc(C(=O)NC(=S)NCc2cccnc2)cc1,8%,-3%,2%
CCn1c(SCC#N)nc2cc(S(=O)(=O)N3CCOCC3)ccc21,3%,2%,18%
O=C(O)CNC(=O)CC1S/C(=N/N=C2/NC(=O)CS2)NC1=O (stereo not drawn),40µM*,-21%,-2%
CCSc1nc2n(n1)C(c1ccc(Cl)cc1Cl)C(C(=O)Nc1ccccc1C)=C(C)N2 (stereo not drawn),0%,/,5%

# As entered above.
# Under N370S GC mod, CCOC(=O)CN(C)Cc1cn(C)nc1-c1ccc(Oc2ccccc2)cc1 is entered as -24%
# Under FEN1 inhibitor, COc1ccccc1NC1=Nc2cccc3cccc1c23 is entered as -4%

# Other records follow.
SMILES,TDP1 inh,N370S GC mod,FEN1 inhibitor
CCC(=O)N1C(=O)C2(Nc3ccccc3N2)c2ccccc21,3%,-4%,/
CC(C)CN(CCC(=O)O)CC(C)C,5%,-15%,0%
O=C(CCSc1ccc(Cl)cc1)N1CCN(c2ncccn2)CC1,3%,7%,0%
CCOC(=O)N1CCc2c(sc3c2c(=O)n(-c2ccc(CC)cc2)c(=O)n3Cc2cc(C)ccc2C)C1,4%,/,19%
Cc1cccc(C)c1NC(=O)Cn1nnc(C(=O)Nc2ccc(F)cc2F)c1N,-4%,0%,-3%
C=CCNC(=O)/C(C#N)=C/c1ccccc1Cl,-13%,5%,-1%
C/C(=N\Nc1ccc(Cl)c(C(=O)O)c1)c1cccc([N+](=O)[O-])c1,0%,-1%,-4%
CCOC(=O)c1ccc(NC(=O)c2cccnc2)cc1,2%,-6%,1%
Cc1cnc(C(=O)OCC(=O)Nc2ccc(Cl)cc2)cn1,-4%,4%,5%
CCc1ccccc1N1CCN(S(=O)(=O)c2cc(OC)ccc2OC)CC1,-3%,-6%,-24%

# Of the compounds above, two have bromine.
SMILES,TDP1 inh,N370S GC mod,FEN1 inhibitor
COc1ccc(N2CCN(C(=O)CN(c3ccc(Br)cc3)S(C)(=O)=O)CC2)cc1,2%,-9%,8%
O=C(NC1CCN(Cc2ccccc2)CC1)c1cncc(Br)c1,5%,-2%,3%

# (continued)
SMILES,TDP1 inh,N370S GC mod,FEN1 inhibitor
Cc1ccc(CNC(=O)c2ccc(OCC3CCCO3)cc2)cc1 (stereo not drawn),0%,3%,13%
CCCc1noc2c1/C(=N\O)CC(CC(C)SCC)C2 (stereo not drawn),6%,-5%,-21%
COC(=O)NCC(c1ccco1)N1CCN(c2ccc(OC)cc2)CC1 (stereo not drawn),3%,1%,-3%
CNc1ccc2c3c(cccc13)C(=O)N(C)C2=O,/,0%,?
CC(=O)c1n[nH]nc1Nc1nc(C)cc(C)n1,-3%,8%,-12%
CC12CCC(C(=O)N(NC(=O)c3ccc(O)cc3)C1=O)C2(C)C (stereo not drawn),2%,1%,-6%
O=C(Cc1ccccc1)Nc1ccccc1C(=O)Nc1ccccc1,-1%,8%,7%
CCOCCCNC(=O)C1CCN(S(=O)(=O)N2CCCC2)CC1,6%,8%,22%
CN(C)c1ncc(S(=O)(=O)c2ccccc2)c(-c2ccc(Cl)cc2Cl)n1,-7%,25%,-5%
COc1ccc(N2CCN(C(=O)Cn3ncc4c([nH]c5ccccc54)c3=O)CC2)cc1,-1%,-1%,-1%
CC(C)N(C(=O)[C@H]1C[C@H](CC(=O)NCc2cccc(C(F)(F)F)c2)C(=O)N2CCc3c([nH]c4cc(CCC(=O)N(C)C)ccc34)[C@]12C)C(C)C,1%[56.1 µM],/,-14%
Cc1ccc(OCc2ccc(-c3nc(C#N)c(N4CCC(C)CC4)o3)o2)cc1,1%,/,4%
Cc1cc(NC(=O)/C=C\C(=O)O)c([N+](=O)[O-])cc1C,-4%,1%,8%
Cc1cc(C(=O)N2CCOCC2)c(C)o1,8%,-9%,1%
O=C(CCCCn1c(=O)c2ccccc2n(CC(=O)Nc2cccc(F)c2)c1=O)NCc1ccco1,2%,-15%,5%
C=CCn1c(SCC(=O)Nc2nncs2)nnc1-c1ccco1,8%[0.0935 µM],0%,2%
O=C(NC1CCS(=O)(=O)C1)c1ccc(S(=O)(=O)NCC2CCCO2)cc1 (stereo not drawn),5%,-2%,-7%
COc1ccc(NC(=O)C2=C(C)Nc3c(C(=O)Nc4ccc(C)cc4)cnn3C2c2cccc(Cl)c2)cc1 (stereo not drawn),0%,/,13%
Cc1ccc(NC(=O)C2CCN(c3ncnc4sc(C)c(C)c34)CC2)cc1S(=O)(=O)N(C)C,/,-2%,-24%
CS(=O)(=O)Nc1c(O)ccc2c1CCC[C@H]2C1=NCCN1,11%[56.1 µM],-2%,/
Cc1cc(C)n(CCOc2ccc(Br)cc2)n1,0%,-1%,5%
O=C(CN1C(=O)COc2ccc(S(=O)(=O)N3CCOCC3)cc21)N1CCN(c2ccccc2F)CC1,1%,/,18%
CCN(CC)S(=O)(=O)c1ccc(NC(=O)CSc2cccc[n+]2[O-])cc1,4%,-7%,-1%
O=C(Nc1ccon1)c1sc2cc(Cl)ccc2c1Cl,4%,-12%,-4%
COc1ccc(NS(=O)(=O)c2cccc(C(=O)N3CCN(C(=O)c4ccco4)CC3)c2)cc1,-1%,/,-3%
CCOc1ccc(Br)cc1S(=O)(=O)Nc1ccc(C(=O)OC(C)C(=O)N(C)c2ccccc2)cc1 (stereo not drawn),3%,-17%,?
COc1ccccc1C(=O)NCC(=O)OC(C)C(=O)N(C)C1CCCCC1 (stereo not drawn),1%,/,-5%
O=C(CNS(=O)(=O)c1ccccc1)N1CCN(c2ccccc2)CC1,5%,3%,-18%
Cn1c(=S)[nH]c(=O)c2ncc(=O)[nH]c21,6%,4%,3%
COc1ccc(NC(=O)Cn2cc(S(=O)(=O)c3ccccc3)c(=O)c3cc(C)ccc32)cc1Cl,6%,/,-14%

# Three compounds out of the list, arranged by SMILES length, lowest first:
SMILES,TDP1 inh,N370S GC mod,FEN1 inhibitor
COc1ccccc1C(=O)NCC(=O)OC(C)C(=O)N(C)C1CCCCC1 (stereo not drawn),1%,/,-5%
CCN(CC)S(=O)(=O)c1ccc(NC(=O)CSc2cccc[n+]2[O-])cc1,4%,-7%,-1%
O=C(CN1C(=O)COc2ccc(S(=O)(=O)N3CCOCC3)cc21)N1CCN(c2ccccc2F)CC1,1%,/,18%

# Later entries:
SMILES,TDP1 inh,N370S GC mod,FEN1 inhibitor
Cc1cccc(NCc2n[nH]c(=S)n2-c2ccccc2)c1,-10%,4%,6%
Cc1ccc(OCC(=O)NCCNC(=O)c2ccncc2)cc1C,/,0%,0%
NN=C1c2cc([N+](=O)[O-])ccc2-c2ccc([N+](=O)[O-])cc21,9%,-4%,/
COc1ccc(Cl)cc1C(=O)NNC(=O)CNC(=O)c1ccc(C)s1,1%,/,3%
S=c1[nH]nc(Cn2nnc3ccccc32)n1-c1ccc(Cl)cc1,12%,-6%,-9%
COc1ccc2cc(C(=O)c3ccccc3)c(=O)oc2c1,5%,11%,-5%
CC(=O)c1ccc(NC(=O)CSc2nnc(NC(=O)CN3CCOCC3)s2)cc1,8%,3%,9%
CCN1C(=O)[C@@H]2[C@@H](c3ccc(-c4cccc(Cl)c4)c(OC)c3)N3CCCC[C@@]3(C(=O)OC)[C@@H]2C1=O,-2%,0%,6%
C/C(=N\NC(=O)C(O)(c1ccccc1)c1ccccc1)c1ccc(C)o1,4%,-7%,13%
CCOC(=O)N1CCC(NC(=O)COc2cc(=O)n(C)c3ccccc23)CC1,4%,-10%,21%
O=C(O)COCc1nc2ccccc2[nH]1,0%,-6%,-5%
C/C(=N\NC(=O)c1cccc(N/N=C(\C)c2ccncc2)c1)c1ccncc1,6%,-18%,?
COc1cc(/C=N/n2c(C)nc3ccccc3c2=O)cc(OC)c1O,/,-8%,-3%
CN(Cc1ccccc1F)C(=O)C(Cc1ccccc1)NC(=O)c1ccccc1 (stereo not drawn),1%,11%,16%
CN1C(=O)NC(c2cccc(F)c2)C2=C1CC(C)(C)CC2=O (stereo not drawn),/,4%,-9%
COc1ccccc1NS(=O)(=O)c1cc(NC(=O)CCC(=O)c2cccs2)ccc1Cl,3%,3%,-11%
CC(Oc1ccc(Br)cc1)C(=O)Nc1cc(Cl)ccc1N1CCN(C)CC1 (stereo not drawn),/,?,-21%
COc1cccc(NC(=S)N(CCN2CCCCC2)Cc2ccco2)c1,5%,-1%,-17%
Cn1c(SCC(=O)Nc2ccccc2C(F)(F)F)nc2c(c1=O)SCC2,-6%,-11%,-5%
Cc1occc1-c1nnc(SCC(=O)NCc2cccs2)n1CC1CCCO1 (stereo not drawn),8%,3%,13%
CCOC(=O)c1c(Cc2ccccc2)c[nH]c1C,-3%,2%,11%
O=C(c1cnn2c(C(F)F)cc(C3CC3)nc12)N1CCCC1,2%,3%,2%
Cc1cccc(N2C(=O)N(c3ccccc3C)C3CS(=O)(=O)CC32)c1 (stereo not drawn),3%,-2%,3%
O=C(O)C1C(C(=O)O)C1(c1ccccc1)c1ccccc1 (stereo not drawn),/,1%,-5%
Nc1c(C(=O)N/N=C/c2ccc([N+](=O)[O-])cc2)cnn1-c1ccccc1,/,6%,-6%
Nc1c(Cl)ncnc1N/N=C/c1cccc(O)c1,/,-7%,-32%
CCn1c(SCC(=O)Nc2cccc(C)n2)nc2c1c(=O)n(C)c(=O)n2C,7%,10%,-12%
Cc1onc(-c2c(Cl)cccc2Cl)c1NC(=O)NNc1ccccc1,4%,13%,-4%
COc1ccccc1NC(=O)CSc1nnc(CCNC(=O)c2ccc(C)cc2)n1C,4%,10%,2%
O=C(c1ccco1)N1CCN(C(=O)C2CCCc3c2[nH]c2ccc(Cl)cc32)CC1 (stereo not drawn),1%,-10%,1%
O=C(NCCc1ccc(Cl)cc1)c1cc(-c2ccc(Cl)cc2)n[nH]1,3%,/,-1%
O=S(=O)(NCC(c1ccco1)N1CCN(c2ccc(F)cc2)CC1)c1cc(F)ccc1F (stereo not drawn),5%,/,-4%
CCC(Sc1nc(C)cc(C)n1)C(=O)Nc1nccs1 (stereo not drawn),3%,-13%,22%
Cc1nc(Nc2nc(CSc3ccc(Cl)cc3)cc(=O)[nH]2)nc2ccccc12,2%,17%,-4%

# Compound activity as filed in PubChem.
